# From PubChem
# D2 potentiator – D2 dopamine receptor (human) potentiation; potentiation, % at 10 µM; HEK293 T-REx D2, calcium flux, EC20 dopamine potentiation; P14416; 0.34% of 340,000 active; AID 485347;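 active = potentiation over 3 SD above the plate norm, cut at about 30% in these data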; note: 0% is about no effect
#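 Cells plated with tetracycline inducer and held overnight at 30 C; calcium dye loaded 30–90 min at room temperature; baseline taken, compound added and read 180 s; EC20 dopamine then added and read 180 s.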
# D1 potentiator – potentiators of human D1 dopamine receptor | 0.036% of 360,000 active | HEK293 TREx D1 cells, calcium flux, dopamine EC20 potentiation | AID 504651 | potentiation, % at 10 µM; in the data active = potentiation above about 30%; note: 0% is about no effect
# Vif-APOBEC3G blk – inhibitors of Vif-APOBEC3G interaction. HeLa A3G-eYFP + Vif (tagged APOBEC3G with the HIV-1 protein that degrades it), YFP fluorescence, overnight. 0.076% of 410,000 active. AID 602310. Potency, µM (series often up to 46.1 µM), without a hit: at the top dose activity, negative = active, most hits filed as inhibitors;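 note: potency is the fitted concentration of half-maximal effect; % is set by controls: 0 for no effect and ±100 for the full control effect; nearly all actives have a fitted effect of over 60% in size; hits raise eYFP signal because A3G escapes Vif-driven loss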
#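 HeLa cells stably expressing Vif and C-terminally eYFP-tagged A3G, seeded overnight at 37 deg C, then exposed to compound by pintool overnight at 37 deg C. Rise in yellow fluorescence (Ex 488/Em 500-530, Acumen) marks blocked Vif-driven A3G degradation.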
# D1 ag – human D1 receptor agonism. HEK293 T-REx D1 cells, calcium flux, agonist mode. activation, % at 2 µM. 1% of 360,000 active. AID 504660; in the data active = activation above about 30%; note: 0% is about no effect
#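 Tetracycline-induced HEK293 TREx D1 cells, force-coupled to calcium signalling, were dye-loaded with a no-wash calcium kit. Compound was pin-added after a 10 s baseline. Fluorescence was read kinetically at 1 cycle/s for 180 s, with calcium rises flagged as agonism.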
# RXFP1 agonist – agonists of human relaxin receptor RXFP1; 0.3% of 370,000 active; Potency, µM (titrated, usually from 57.5 µM), inactives show at the highest dose activation, hits mostly activators; HEK293T-RXFP1 cAMP TR-FRET, 30 min; response scale: percent of porcine relaxin response, buffer zero; Q9HBX9; note: potency is the fitted concentration of half-maximal effect; % is set by controls: 0 for no effect and ±100 for the full control effect; nearly all actives have a fitted effect of over 60% in size; many of its hits are not listed in these tables
# Target sequence (Q9HBX9 whole entry, looked up): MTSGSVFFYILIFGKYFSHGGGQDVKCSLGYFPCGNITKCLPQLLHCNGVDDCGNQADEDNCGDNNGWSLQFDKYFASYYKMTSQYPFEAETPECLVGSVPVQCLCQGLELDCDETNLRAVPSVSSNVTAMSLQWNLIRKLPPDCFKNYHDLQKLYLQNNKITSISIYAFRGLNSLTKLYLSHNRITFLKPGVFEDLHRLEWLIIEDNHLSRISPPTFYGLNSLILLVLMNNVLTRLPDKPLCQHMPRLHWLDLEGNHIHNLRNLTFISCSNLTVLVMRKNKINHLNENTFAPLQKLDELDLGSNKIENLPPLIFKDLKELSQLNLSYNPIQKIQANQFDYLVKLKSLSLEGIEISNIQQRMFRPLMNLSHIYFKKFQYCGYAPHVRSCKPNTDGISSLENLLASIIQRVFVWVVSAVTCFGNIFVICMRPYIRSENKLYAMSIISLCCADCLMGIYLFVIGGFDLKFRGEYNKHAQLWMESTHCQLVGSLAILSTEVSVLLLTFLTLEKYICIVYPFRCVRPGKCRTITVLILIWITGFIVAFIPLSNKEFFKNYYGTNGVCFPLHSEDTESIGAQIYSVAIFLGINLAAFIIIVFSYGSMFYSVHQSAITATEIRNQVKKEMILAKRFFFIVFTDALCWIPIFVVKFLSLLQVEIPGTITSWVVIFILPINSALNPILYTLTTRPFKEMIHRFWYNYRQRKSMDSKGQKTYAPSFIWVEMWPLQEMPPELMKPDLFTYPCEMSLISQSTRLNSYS
#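 HEK293 cells stably expressing RXFP1, treated 30 min at 37C with compounds plus PDE4 inhibitor Ro 20174; cAMP measured by HTRF TR-FRET. Normalized to buffer and 29 nM porcine relaxin; EC50 by Hill fit.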
# RXFP1 antag – blocks the human relaxin receptor RXFP1. activity change, negative = inhibition, % at 57.5 µM. 0.59% of 350,000 active. HEK293-RXFP1, relaxin-stimulated cAMP HTRF, 30 min; hits give low values. Q9HBX9;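 active = activity change of -60% or lower, but not beyond a set lower limit; inconclusive = change between -60% and -40%, or beyond the set limit; inactive = change above -40%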; note: % is set by controls: 0 for no effect and ±100 for the full control effect
# GRP78 ERSR act – inducers of ER stress response in human glioma cells; U87-MG GRP78 promoter luciferase reporter, 16 h; Potency, µM, inactives show at the highest dose activation, most hits filed as activators; 0.02% of 420,000 active; AID 602332; note: potency is the fitted concentration of half-maximal effect; series mostly up to about 76 µM; % of control where 0% means no effect; nearly all actives have a fitted effect of over 35% in size
#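 Stably transfected U87-MG glioma cells carrying a GRP78-based luciferase sensor; 16 h compound incubation. Luminescence end-point read 10 min after Bright-Glo addition at room temperature.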
# Vif-A3F inh – blocks the Vif interaction with APOBEC3F; Potency, µM (doses to about 46.1 µM), for the others: top-dose activity, negative = active; HeLa A3F-eYFP + Vif (tagged APOBEC3F with the HIV-1 protein that degrades it), YFP fluorescence increase; AID 602313; 0.2% of 390,000 active; note: potency is the fitted concentration of half-maximal effect; % of control where 0% means no effect; nearly all actives have a fitted effect of over 65% in size
#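 Fluorescence increase (Ex 488/Em 500-530) after overnight compound treatment at 37 deg C flags inhibition of Vif-driven A3F-eYFP loss in stable HeLa A3F-eYFP/Vif cells seeded overnight beforehand.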
# D1 antagonist – blocks dopamine activation of the human D1 receptor; P21728; HEK293 TREx D1 cells, calcium flux, dopamine EC80; hits give low values; activity change, negative = inhibition, % at 10 µM; 3.2% of 360,000 active; AID 504652; in the data active = activity change below about -30%; note: % is set by controls: 0 for no effect and ±100 for the full control effect
#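 HEK293 T-REx cells expressing inducible, force-coupled D1 receptor; no-wash Ca dye, 30–90 min RT. Cmpd → 180 s read at 1 Hz → EC80 DA → 180 s read.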
# The depositor's hits bear a star; ? = inconclusive; . = not tested or not shown; & = joins results of further samples. Unless noted, calls come from the whole dose curve; as a rule, active = well fitted curve in the direction sought with a large enough effect; inconclusive = small, poorly fitted or top-dose-only effect, or another doubt; inactive = no such curve, though single readings can be large; an effect the other way counts as inactive or inconclusive. This is a subset; count on the stated rates, not on these rows.
SMILES,D2 potentiator,D1 potentiator,Vif-APOBEC3G blk,D1 ag,RXFP1 agonist,RXFP1 antag,GRP78 ERSR act,Vif-A3F inh,D1 antagonist
CCNCc1cc(OCC)c(OCC(=O)NCCc2ccccc2)cc1Cl,6,-8,2%,33*,0.1%,-12,-4%,1%,-40*
COc1ccc(N2CCN(C(=O)c3ccc4[nH]c(C)c(C)c4c3)CC2)cc1,-5,-1,3%,7,0.0%,-22,-3%,8%,-11
COc1cc(NC(=O)CCCNC(=O)c2ccc(Cl)cc2)cc(OC)c1OC,8,-9,2%,3,0.0%,-1,-6%,-5%,-2
CC(=O)N(Cc1cc(=O)[nH]c2ccccc12)c1ccc(C)cc1C,2,10,4%,1,4.5%,-6,0%,12%,2
O=C(NCc1cccs1)c1ccc2c(=O)n3nc(Nc4ccccc4)sc3nc2c1,6,-3,?,0,?,-11,-1%,?,-25
C/C(=N\OC(=O)c1ccccc1)c1cc(-c2ccc(Cl)cc2)no1,.,.,-1%,.,-0.8%,-10,6%,6%,.
CN(c1ccccc1)c1nc(N)c([N+](=O)[O-])c(Nc2cccc(F)c2)n1,2,-2,0%,3,2.5%,4,-1%,3%,-5
CC(C)NC(=O)c1ccc2c(c1)nnn2C,-3,3,0%,1,-0.1%,13,-3%,-12%,9
Cc1ccc(C(=O)N2CCN=C2SCc2ccc([N+](=O)[O-])cc2)cc1C,-5,-4,-1%,6,-0.3%,-21,-4%,4%,3
O=C(c1ccc(-c2ccccc2Cl)o1)N1CCC1,-11,3,1%,0,-0.6%,7,1%,-1%,-2
Cc1ccc(-c2nc(N)sc2-c2ccc(C)cc2)cc1,-16,3,-7%,2,3.0%,-39,-8%,5%,4
CC(=O)c1cccc(NC(=O)C(C)OC(=O)C2CCC2)c1 (configuration not stated),-9,5,2%,3,-0.8%,-1,-3%,2%,5
COc1ccc(CC(=O)Nc2cc(S(=O)(=O)N3CCCC3)ccc2Cl)c(OC)c1,3,-6,2%,1,-0.5%,6,-3%,2%,-5
CC(C)OC(=O)CSc1nnc(-c2ccc(C(C)(C)C)cc2)n1N,7,-1,-5%,3,-0.7%,-13,0%,.,-13
Nc1ccc(N2CCOCC2)cc1C(F)(F)F,1,0,2%,0,2.7%,-1,-1%,-17%,1
COCC(=O)Oc1c(Sc2ccc(C)cc2)c(C)nn1C(C)(C)C,-5,1,0%,0,-0.5%,.,-3%,1%,-3
CCOC(=O)Cn1nc(C)c(NC(=O)CCc2ccccc2)c1C,-4,1,4%,-1,1.0%,-4,1%,-3%,.
FC(F)Oc1ccccc1C1CC(c2ccc(Br)s2)Nc2ncnn21 (configuration not stated),32*,-2,-6%,12,0.9%,-8,-8%,1%,6
Oc1c(Br)cc(Br)c2cccnc12,.,.,1%,.,.,22,-2%&-2%,-1%,.
C=C(C)Cn1cnc2cc(C)c(C)cc21,-7,-2,2%,9,0.5%,9,0%,11%,6
C=CCNc1nc2ccccc2nc1NS(=O)(=O)c1ccc(F)cc1,1,0,2%,7,-0.3%,-7,-1%,1%,19
O=C1c2ccc([N+](=O)[O-])cc2S(=O)(=O)N1Cc1ccccc1,20,1,1%,0,0.4%,6,2%,-7%,-1
O=S(=O)(NCc1cccnc1)c1ccc(Cl)c(Cl)c1,-6,-7,9%,1,2.5%,10,-3%,-5%,-1
C/C(=N/NC(=O)CNC(=O)c1cccnc1)c1ccc(Cl)c(Cl)c1,3,-2,-7%,0,0.2%,-6,-2%,2%,-2
O=C(CSc1cn(CCNC(=O)c2ccccc2)c2ccccc12)NCc1ccco1,1,.,0%,5,-0.3%,3,-3%,1%,1
CC(=O)c1c(O)c2ccccc2n(C)c1=O,-5,10,4%,0,6.0%,-4,-3%,10%,7
CC1(NC(=S)NCCCCCCNC(=S)NC2(C)CCS(=O)(=O)C2)CCS(=O)(=O)C1 (configuration not stated),0,-3,-1%,1,0.6%,-9,-2%,-1%,2
Cc1ccc(OCCOC(=O)Cn2nc(C)c([N+](=O)[O-])c2C)cc1,0,6,0%,0,-3.0%,1,-3%,7%,-2
CC(=O)C1=C(C)OC(N)=C(C#N)C1c1cccnc1 (configuration not stated),1,5,-1%,3,-0.9%,13,-4%,5%,1
CC(=O)Nc1cccc(Oc2ncnc3scc(-c4ccc(C(C)C)cc4)c23)c1,13,-3,-1%,7,1.1%,10,-1%,-12%,2
CSc1nsc(SC)c1C(=O)Nc1ccc(C(C)(C)C)cc1,-4,0,-11%,5,0.4%,-1,3%,-1%,4
Cc1cccc(C(=O)N2CCN(CCNC(=O)C(=O)Nc3ccc(F)cc3)CC2)c1,.,-2,-5%,2,2.9%,-2,-4%,1%,-10
CCc1nn(C(CC)C(=O)NCCc2ccc(OC)cc2OC)c(=O)c2cc3occc3n12 (configuration not stated),-1,-11,-4%,1,2.6%,?,-6%,-5%,-19
Fc1ccc(-c2nc3c4c(-c5ccccc5)c(-c5ccccc5)oc4ncn3n2)cc1,3,-2,0%,1,-5.6%,.,-4%,-5%,1
Cc1ccc(S(=O)(=O)N2CCOCC2)cc1C(=O)OCC(=O)NC1CCCC(C)C1C (configuration not stated),11,-3,1%,1,1.3%,-2,-5%,3%,8
Cc1cccc(OCc2nnc(SCC(=O)N3CCc4ccccc43)n2C)c1,-2,1,0%,0,-1.0%,-5,-4%,1%,-9
CN1C(=O)CSC1=Nc1cccc(C(=O)O)c1,10,0,-1%,3,0.2%,8,-1%,7%,3
CCc1nnc(NC(=O)CCNC(=O)c2ccccc2Cl)s1,-4,-2,-1%,-1,0.1%,4,1%,8%,.
COc1ccccc1NC(=O)C1=C(C)Nc2nnnn2C1c1ccccc1OC (configuration not stated),-4,7,-4%,2,0.1%,-6,-5%,-15%,12
Cc1cccc(OCC(=O)NCC(=O)N/N=C/c2cc(Br)ccc2OCc2ccccc2)c1,.,-2,-14%,7,0.9%,2,-5%,5%,29
NC(=O)c1nsc(C(=O)N(Cc2cccnc2)C(C(=O)NC2CCCCC2)c2ccc(F)cc2)c1N (configuration not stated),.,-10,3%,-1,4.9%,-17,-3%,4%,0
C[C@@H]1CN([C@H](C)CO)C(=O)CCCn2nncc2CO[C@@H]1CN(C)S(=O)(=O)c1ccccc1C#N,.,.,-2%,.,.,-12,-6%,-9%,.
CCn1c2ccccc2c2cc(NC(=O)C(C)C)ccc21,-1,-6,-2%,3,6.5%,-4,-2%,-6%,-3
CCC(C)Nc1nnnc2c1sc1nc3c(cc12)COC(C)(C)C3 (configuration not stated),9,4,2%,0,-0.1%,11,2%,8%,-7
Cc1cccc(-c2ncc(S(=O)(=O)C(C)(C)C)c(N)n2)c1,3,3,1%,2,-1.6%,3,0%,14%,-8
CCc1ccc(C(=O)N2CCCN(C)CC2)s1,-31,-2,-4%,1,-1.6%,-18,-4%,-6%,-16
CC(C)C(=O)NNC(=O)c1cc2sccc2s1,2,2,-1%,2,-0.3%,-8,-3%,-9%,-8
OCC[C@H]1C[C@@H](O)[C@H](O)[C@@]2(Cc3ccccc3O2)O1,-3,-7,3%,1,-0.2%,.,0%,1%,2
CCOC(=O)C1=C(C)N(C)C(=S)NC1c1c(OCC)ccc2ccccc12 (configuration not stated),-2,-9,-5%,1,1.0%,22,5%,2%,-3
COc1ccc(CCNC(=O)Cc2ccc(NS(=O)(=O)c3ccc(F)cc3)cc2)cc1OC,19,-2,-8%,1,1.0%,-4,-6%,2%,-10
COc1ccc(-c2nc3cc(C(C)C)ccc3o2)cc1NC(=O)COc1ccc(C)cc1C,4,1,-2%,1,0.2%,-5,0%,-4%,12
Cc1cccc(-c2cc(NC(=O)COc3ccccc3F)n(-c3ccccc3)n2)c1,-4,4,-2%,2,20%,.,0%,5%,9
COc1cc(C2NC(=O)NC(c3ccccc3)=C2C(C)=O)ccc1OCC#N (configuration not stated),2,0,0%,5,0.3%,-17,0%,5%,18
CCC(=O)N1CCc2cc(S(=O)(=O)CCC(=O)Nc3c(C)n(C)n(-c4ccccc4)c3=O)ccc21,.,.,1%,.,.,7,-6%,4%,.
O=C(Nc1ccc2c(c1)OCO2)C1CC1,.,1,0%,1,0.8%,4,3%,2%,-22
Cn1ncc2c(=O)n(/N=C/c3ccccc3)cnc21,12,6,-1%,2,-0.3%,1,-2%,4%,17
COC(=O)C1(O)CC(CC(C)C)=NN1C(=O)c1ccccc1 (configuration not stated),-2,-7,-2%,0,0.8%,-7,8%,1%,7
Clc1ccccc1CNc1ncnc2c1nc1n2CCCC1,2,-1,-1%,5,11%,1,-3%,0%,-25
CCOc1ccc(C(CCc2ccccc2)NC(=O)c2ccccc2OC)cc1OCC (configuration not stated),2,-7,-8%,11,1.9%,-4,0%,-3%,-3
Cc1nc2ccc(NC(=O)c3nn(C(C)C)c(=O)c4ccccc34)cc2s1,18,-8,-1%,1,1.3%,-4,6%,1%,0
# Next part
SMILES,D2 potentiator,D1 potentiator,Vif-APOBEC3G blk,D1 ag,RXFP1 agonist,RXFP1 antag,GRP78 ERSR act,Vif-A3F inh,D1 antagonist
CCN(CC)c1ccc(C=Nc2cc(C)ccc2C)c(O)c1,7,-3,-2%,3,0.3%,0,-4%,-6%,-1
Cc1ccc2[nH]cc(C(=O)CN3CCN(c4ccccc4F)CC3)c2c1,-21,-7,1%,11,0.0%,-3,-6%,-3%,-19
COc1cc(CNc2nc3ccccc3[nH]2)cc(OC)c1OC,-8,-11,-2%,-3,2.8%,8,-2%,-15%,-4
O=C(NCC1CCCO1)c1ccc(Cl)c(NS(=O)(=O)c2ccc(F)cc2)c1 (configuration not stated),.,.,0%,.,.,1,-5%,-9%,.
